Source: PubChem BioAssay (IUPUI and University of Michigan)
ST2 inh – IL1RL1 inhibition. inhibition, % for hits at 17 µM. AlphaLISA ST2-Fc/biotin-IL-33 interaction, 1 h. 2.3% of 78,000 active. AID 1259354; in the data active means inhibition above about 30%; inconclusive means mostly about 10% to 28%
Target sequence (Q01638 whole entry, looked up): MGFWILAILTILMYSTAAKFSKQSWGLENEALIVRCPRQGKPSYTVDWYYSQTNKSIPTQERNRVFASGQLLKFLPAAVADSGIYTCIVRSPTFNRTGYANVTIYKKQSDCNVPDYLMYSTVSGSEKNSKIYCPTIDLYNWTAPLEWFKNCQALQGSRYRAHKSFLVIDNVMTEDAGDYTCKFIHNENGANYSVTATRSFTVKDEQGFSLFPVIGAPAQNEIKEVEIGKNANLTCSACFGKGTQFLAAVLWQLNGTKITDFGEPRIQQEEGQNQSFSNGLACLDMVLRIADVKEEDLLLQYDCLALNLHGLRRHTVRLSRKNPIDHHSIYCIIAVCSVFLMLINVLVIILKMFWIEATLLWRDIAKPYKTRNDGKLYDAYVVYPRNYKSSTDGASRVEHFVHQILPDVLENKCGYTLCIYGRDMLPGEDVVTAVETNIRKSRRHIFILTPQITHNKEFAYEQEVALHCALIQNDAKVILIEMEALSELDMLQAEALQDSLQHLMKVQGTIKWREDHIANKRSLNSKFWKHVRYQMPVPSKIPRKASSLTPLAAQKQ
Active calls of the source: *; i = inactive; ? = inconclusive. A portion of the library; the hit share may differ from the screen's.

Molecule	ST2 inh
CCC1CN(C(=O)c2cc(C(C)C)no2)CCC(=O)N1Cc1ccccc1 (stereo unspecified)	i
CC(C)c1ccc(N(C(=O)COc2ccc(Cl)cc2)C2C=CS(=O)(=O)C2)cc1 (stereo unspecified)	i
C=C1CC2C3(C)C(O)CC(=O)C(C)(C)C3C(OC(C)=O)C(OC(C)=O)C2(C)C2C(=O)OC(C)(C(=O)OC)C(=O)C12C (stereo unspecified)	?
Cc1ccc(Nc2nc(-c3ccncc3)nc3ccccc23)cc1	i
CC1=C(C(=O)Nc2ccc(C)cc2C)C(c2cccc(F)c2)n2nnnc2N1 (stereo unspecified)	i
C=CCc1cccc2cc(C(=O)Nc3cccc(C)c3C)c(=O)oc12	?
Cc1cc([N+](=O)[O-])c(N2CCOCC2)cc1N	i
COc1ccc(C(=O)NCCCNc2ccc([N+](=O)[O-])cc2Cl)cc1OC	?
O=C(CN1C(=O)CCSc2ccccc21)NC1CCCCC1	?
O=C(c1ccc2c(c1)OCO2)N1CCN2C(=O)N(Cc3ccccc3)C(=O)[C@H]2C1	i
O=C(NCC1(O)CCCNCC1)c1cc2ccccc2[nH]c1=O (stereo unspecified)	?
Cc1nc(CN2CCN(C(=O)c3nccc4ccccc34)CC2)cs1	i
CC(C)(C)C1CCc2onc(C(=O)NCc3ccc(Cl)cc3)c2C1 (stereo unspecified)	i
CSc1nccn1C(=O)c1ccccc1[N+](=O)[O-]	i
O=C(c1cc(=O)n(-c2ccccc2)[nH]1)N1CCOC(C(F)(F)F)C1 (stereo unspecified)	i

Part of the list above, as labelled records.
O=C(NCC1(O)CCCNCC1)c1cc2ccccc2[nH]c1=O (stereo unspecified)
  ST2 inh: ?

Cc1nc(CN2CCN(C(=O)c3nccc4ccccc34)CC2)cs1
  ST2 inh: i

CC(C)(C)C1CCc2onc(C(=O)NCc3ccc(Cl)cc3)c2C1 (stereo unspecified)
  ST2 inh: i

CSc1nccn1C(=O)c1ccccc1[N+](=O)[O-]
  ST2 inh: i

Further entries follow.
Molecule	ST2 inh
O[C@@H]1CN(Cc2ccncc2Cl)CC[C@H]1c1ccc2ccccc2c1	i
COc1ccc(-c2noc([C@@H]3C[C@@H](O)CN3Cc3ccc([N+](=O)[O-])cc3)n2)cc1	i
CSc1nc(N)nc(SCC(=O)c2ccc(C)cc2)c1C#N	?
Clc1nc(SCc2ccccc2)nc2ccccc12	i
C=CCNC(=O)NC1CC(=O)N(Cc2cccc3ccccc23)C1 (stereo unspecified)	?
Cc1nc(SCc2ccccc2)[nH]c(=O)c1C	?
CC(C)c1ccc(S(=O)(=O)NCCOC23CC4CC(CC(C4)C2)C3)cc1	i
CC(=O)Nc1c(C)ccc2nsnc12	i
Cc1cccc(-c2nc(S(=O)(=O)c3ccccc3)c(N3CCOCC3)o2)c1	i
C=CCc1cc(C=C2C(=O)c3ccccc3C2=O)cc(OCC)c1O	?
CNC(=O)Cc1ccc(-c2c(Cl)cccc2OC)cc1	?
COc1ccc(-c2nn(-c3ccccc3)cc2C2SCC(=O)N2Cc2ccccc2)cc1 (stereo unspecified)	i
Cc1ccc(S(=O)(=O)NCc2nc3cccnc3n2Cc2ccccc2)cc1	?
O=C(NCCc1nc2cccnc2n1C1CCCCC1)NC1CCCCC1	i
Cc1nc(CN2CCN(Cc3nc(-c4cccc(Cl)c4)no3)CC2)cs1	i

Molecule	ST2 inh
CCOc1ccccc1/C=C1/SC(=O)NC1=O	i
O=C(O)c1cc(N2Cc3ccccc3C2)ccc1O	?
COc1ncccc1-c1ccc(NC2CCCC2)nn1	?
O=C(Cn1cnc2c(cnn2-c2ccc(F)cc2)c1=O)N1CCc2ccccc21	i
C(=C\c1cc(/C=C/c2ccccc2)ncn1)/c1ccccc1	i
O=C(Nc1cc2c(ccc3ccccc32)oc1=O)c1ccc(Cl)cc1	i
O=C(C[C@@H]1O[C@H](CNC(=O)Nc2cccc(F)c2)[C@@H](O)[C@H]1O)NCc1cccnc1	i
Cc1cc2c(c(=O)[nH]1)C(=O)O/C2=C/c1ccc(F)cc1	?
Cc1nc2ncccn2c1-c1csc(Nc2ccccn2)n1	?
N#CC1=C(N)N(c2ccc(Br)cc2F)C2=C(C(=O)CCC2)C1c1ccsc1 (stereo unspecified)	?
CCOc1ccc(CNc2ccc3c(c2)ncn3C)cc1	?
COc1ccc(OC)c(NC(=O)CNC(=O)Cn2cnc3sc(C)c(C)c3c2=O)c1	?
CCOC(=O)N1CCN(Cc2ccc(OC)c(OCC)c2)CC1	i
COC(=O)c1c(C)oc2cc(Br)c(OCC(=O)OCc3ccccc3)cc12	i
CCCOc1ccc2c3c(c(=O)oc2c1C)CCC3	i

Molecule	ST2 inh
CC(=O)Nc1c(C(=O)c2ccc(F)cc2)oc2ccc(Cl)cc12	i
Nc1ccccc1-c1nc2ccccc2[nH]1	?
Cc1ccn2c(NC(=O)COc3ccc(Cl)cc3)c(-c3cccs3)nc2c1	?
CCn1c(NCc2ccccc2)nc2c1c(=O)[nH]c(=O)n2C	i
Cc1cc(N2C[C@H]3C[C@H](O)[C@H](O)C[C@H]3C2)nc(-c2ccccc2)n1	i
OC1(c2ccccc2)c2ccccc2-c2ccccc21	i
CCCn1ccnc1CN1CCCC1c1ccccn1 (stereo unspecified)	i
Cc1ccc(C23C[C@@H]4C[C@@H](CC(C(=O)NC(C)C(=O)O)(C4)C2)C3)cc1 (stereo partly specified)	i
COc1ccc(S(=O)(=O)N2C[C@@H]3C[C@H](C2)c2c(NC(=O)c4ccccc4)ccc(=O)n2C3)cc1	i
COc1cc2c(cc1OC)C(C(=O)Nc1cccc(C)n1)C(c1cccs1)N(C)C2=O (stereo unspecified)	i
CC(=O)N1C[C@@H]2OCC(=O)N(c3ccccc3)[C@@H]2C1	i
Cc1nc2ccc(C(=O)N3CCC(=O)N(CC4CC4)C(C(C)C)C3)cc2nc1C (stereo unspecified)	?
CCC(=O)Nc1c2c(nn1-c1ccc(C)cc1)CSC2	i
O=C(C1CC1)N1CCc2cc(Br)cc(S(=O)(=O)N3CCCC3)c21	i
CN1CCC(N(C)Cc2ccc([N+](=O)[O-])cc2)CC1	i

Exported field by field: entries from further up
> Cc1ccc(C23C[C@@H]4C[C@@H](CC(C(=O)NC(C)C(=O)O)(C4)C2)C3)cc1 (stereo partly specified)
  ST2 inh: i
> Cc1cc(N2C[C@H]3C[C@H](O)[C@H](O)C[C@H]3C2)nc(-c2ccccc2)n1
  ST2 inh: i
> COc1ccc(S(=O)(=O)N2C[C@@H]3C[C@H](C2)c2c(NC(=O)c4ccccc4)ccc(=O)n2C3)cc1
  ST2 inh: i
> OC1(c2ccccc2)c2ccccc2-c2ccccc21
  ST2 inh: i

New compounds follow:
Molecule	ST2 inh
Cc1c(C(=O)NC2CCCC2)sc2ncnc(NC[C@H]3C[C@@H]4C=C[C@H]3C4)c12	i
COc1cc(C(C)=O)c(N2C(=O)c3c(C)nc4ccccc4c3C2=O)cc1OC	i
Cc1cc(C)cc(C(=O)NCCSc2c[nH]c3ccccc23)c1	i
COc1ccc2nc(N3CCCC(C(=O)NCCC(C)C)C3)sc2c1 (stereo unspecified)	?
Cc1nc(N2CCCCCCC2)ncc1C(C)NCc1cnn(C(C)C)c1 (stereo unspecified)	?
CCC(C)NC(=O)c1c(C)cc(=O)oc1C (stereo unspecified)	i
O=C1CC(Nc2ccc(N3CCOCC3)cc2)C(=O)N1c1cccc([N+](=O)[O-])c1 (stereo unspecified)	47%*
CCOc1ccc(Nc2nc(C)[nH]c2[N+](=O)[O-])cc1	i
COCCOC(=O)C1=C(N)OC2=C(C(=O)CCC2)C1c1ccccc1Cl (stereo unspecified)	?
Cc1ccn2c(=O)cc(COc3cccc(NC(=O)c4cccs4)c3)nc2c1	i
O=S(=O)(Cc1ccccc1)NCc1nc2cccnc2n1Cc1ccccc1	i
Cc1ccc(N2CN=C3SCC(=O)N3C2)cc1Cl	i
C=C(C)CSC1=C(C#N)C(c2sccc2C)CC(=O)N1 (stereo unspecified)	i
COC(=O)[C@@H]1C[C@@H](NC(=O)c2cc3cc(Cl)ccc3oc2=O)CN1C	?
CC(Cn1cccn1)n1ccnc1-c1ccc2cccc(F)c2n1 (stereo unspecified)	?

Molecule	ST2 inh
Cn1ncc2c(Nc3ccccc3Br)ncnc21	i
NNC(=O)C(NC(=O)c1ccccc1)c1n[nH]c(=O)c2ccccc12 (stereo unspecified)	i
CC(C)CCc1noc(CN2CCN(C/C=C/c3ccccc3)CC2)n1	i
N#CC1(c2ccccc2)CCc2c(sc3ncnc(N4CCCC4)c23)C1 (stereo unspecified)	?
O=C(NC1CCN(Cc2ccccc2)C1)c1cn(CCC2CCCCC2)nn1 (stereo unspecified)	?
CCOc1ccc(NC(=O)C(Cc2ccccc2)N2C(=O)c3ccccc3C2=O)cc1 (stereo unspecified)	i
Cc1nc(C)c(C(=O)N2Cc3cnc(CC(C)C)nc3C2)s1	i
Cc1cc(CC(=O)N(Cc2ccccc2)Cc2scnc2C)on1	?
CCN(c1ccccc1)S(=O)(=O)c1ccc(C(=O)Nc2nnc(COC)o2)cc1	i
C=C1C(=O)O[C@@H]2[C@H]3O[C@]3(C)CCC=C(C)CC[C@@H]12	i
CCCN(CCC)C(=O)Cn1c(=O)n(-c2cc(OC)cc(OC)c2)c(=O)c2sccc21	i
Cc1ccc([N+](=O)[O-])cc1S(=O)(=O)n1nnc2ccccc21	?
COC(=O)[C@H](Cc1ccc(OC)cc1)NC(=O)[C@H]1CN(C(=O)Nc2ccccc2)CCN1S(C)(=O)=O	i
CCSC(=N)N	i
CC(=O)Oc1ccc2c(=O)c(Oc3ccccc3)coc2c1C	i

Molecule	ST2 inh
CC(CCn1cccn1)Nc1nncc(-c2ccc3ccccc3c2)n1 (stereo unspecified)	i
CN1C[C@@H](NC(=O)COc2ccccc2)C[C@H]1C(=O)N[C@H]1CCCCNC1=O	i
Cc1cc(C)c2c(=O)[nH]c(SCC(=O)Nc3ccc(Br)cc3)nc2n1	?
CN(c1ccccc1)S(=O)(=O)c1ccc(C(=O)Nc2sc3c(c2C(N)=O)CCC3)cc1	i
O=C(CNCC1CCCO1)Nc1sc2c(c1C(=O)Nc1ccc(Br)cc1)CCC2 (stereo unspecified)	i
CC(C)COC(=O)c1ccc(N2C(=O)C3C4CCC(C4)C3C2=O)cc1 (stereo unspecified)	i
O=C(Nc1cccc(-c2nc3ccccc3o2)c1)c1ccc([N+](=O)[O-])cc1Cl	i
CN(C)C(=O)c1ccc2c(c1)N(CC(=O)N1CCCCC1)C(=O)C1CCCCN21 (stereo unspecified)	i
Cc1ccccc1OCC(O)Cn1c(N2CCN(C)CC2)nc2c1c(=O)n(C)c(=O)n2C (stereo unspecified)	i
CCN(CC1CCCN(CCc2cccc(OC)c2)C1)C(=O)Cc1nonc1C (stereo unspecified)	i
COc1ccc(Br)cc1CN1CCSCC1	i
Nc1ncnc(SC2=NCCCN2)c1[N+](=O)[O-]	i
O=C(NCc1ccco1)C1CCN(C(=O)c2cn(-c3ccccc3)nn2)CC1	i
O=C1NCC2(CCCN(C(=O)CCNC(=O)c3ccc(F)cc3)C2)O1 (stereo unspecified)	i
CC(C)Cc1nc(CCN2CCCO2)n(-c2ccc(F)cc2)n1	i

Molecule	ST2 inh
O=C(Cc1ccc(F)cc1)NCc1cccnc1	i
Cc1[nH]n(-c2ccccc2)c(=O)c1C=Nc1cc([N+](=O)[O-])cc([N+](=O)[O-])c1	i
CN(C)CCN(C)Cc1cccc(Cl)c1	i
Cc1ccc(S(=O)(=O)N2CCN(c3ccccc3)CC2)cc1	i
CCCCNc1ncnc2scc(-c3ccccc3)c12	i
CN(CCCNC(=O)C1CCCN(S(=O)(=O)c2cnc[nH]2)C1)c1ccccc1 (stereo unspecified)	i
CCOc1ccc(-n2c(=O)[nH]cc(C(=O)N3CCc4ccccc43)c2=O)cc1	i
CC(CN1CCCC1CO)c1ccccc1 (stereo unspecified)	?
COc1ccc(N2C(=O)C(=O)C(=C(O)c3ccccc3)C2c2ccc(O)c(OC)c2)cc1 (stereo unspecified)	i
CS(=O)(=O)Nc1ccc(Br)cc1	i
O=C1NCCN(C2Cc3ccccc3C2)C1CC(=O)N1CC=C(c2ccccc2)CC1 (stereo unspecified)	?
COc1ccccc1-n1c(SCC(=O)Nc2ccc(C)cc2)nc2c(c1=O)SCC2	?
NC(=O)c1ccc(NS(=O)(=O)c2cccs2)cc1	i
Cc1cnccc1CN1CC(C(=O)O)CC1=O (stereo unspecified)	i
Cc1nc2c(C(=O)NCCCN3CCCC3)cnn2c(C)c1Cc1ccccc1	i

Molecule	ST2 inh
COc1ccc(Br)cc1C1SCCN1S(=O)(=O)c1ccc(C)cc1C (stereo unspecified)	i
COC(=O)Oc1c(Cl)cc2oc(=O)sc2c1Br	?
CCN(C(=O)CC12CC3CC(CC(C3)C1)C2)C1CCOCC1	i
COC(=O)c1sc2ccccc2c1NC(=O)COc1ccc(Cl)cc1	i
COc1c(Cl)cnn(-c2cccc(C)c2)c1=O	i
N#CC1=C(N)OC(c2ccccc2)=C(n2cncn2)C1c1ccc(Cl)cc1Cl (stereo unspecified)	?
CC1CC(C)CN(C(=O)CSc2cc(=O)n(C)c3cc(Cl)ccc23)C1 (stereo unspecified)	i
Cc1c(C(=O)NCC2CCCO2)oc2ccc(S(=O)(=O)N3CCCC3)cc12 (stereo unspecified)	i
Cn1c(NCc2cc(Br)ccc2O)nc2ccccc21	i
CC(C)(NC(=O)c1cccs1)C(=O)NCCSc1cn[nH]n1	i
CCCCn1ncc(C)c1NC(=O)Cc1ccc2c(c1)OCO2	i
O=c1oc2c(CN3CCCCC3)c(O)ccc2cc1-c1nc2ccccc2s1	i
